# Source: PubChem (Fisher Drug Discovery Resource Center)
# hcGAS inh = blocks human cGAS activity; Q8N884; recombinant h-cGAS, ATP depletion, Kinase-Glo luminescence; inhibition, % at 12.5 µM; actives 0.081% (n = 290,000); AID 1259398;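 note: 0% = vehicle reaction and 100% = reaction without DNA for no activity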
# Target sequence (Q8N884 whole entry, looked up): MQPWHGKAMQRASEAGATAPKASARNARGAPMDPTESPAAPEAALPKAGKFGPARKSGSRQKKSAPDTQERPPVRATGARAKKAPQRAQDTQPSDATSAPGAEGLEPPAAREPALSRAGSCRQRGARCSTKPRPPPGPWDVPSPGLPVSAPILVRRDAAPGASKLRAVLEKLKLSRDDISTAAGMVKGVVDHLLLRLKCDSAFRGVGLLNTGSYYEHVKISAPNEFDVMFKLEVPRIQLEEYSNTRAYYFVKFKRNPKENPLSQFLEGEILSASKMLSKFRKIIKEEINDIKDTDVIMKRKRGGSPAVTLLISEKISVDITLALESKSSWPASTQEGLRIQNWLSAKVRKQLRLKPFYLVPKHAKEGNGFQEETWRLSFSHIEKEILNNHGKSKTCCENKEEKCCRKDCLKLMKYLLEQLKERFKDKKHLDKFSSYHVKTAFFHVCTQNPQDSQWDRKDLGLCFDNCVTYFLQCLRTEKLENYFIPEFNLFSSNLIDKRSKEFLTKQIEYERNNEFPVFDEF
# mcGAS lum = mouse cGAS inhibition by luminescence; Q8C6L5; recombinant cGAS, Kinase-Glo ATP depletion luminescence; inhibition, % at 12.5 µM; actives 0.15% (n = 160,000); AID 1259399;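 note: 0% = negative control wells and 100% = reference inhibitor with no enzyme activity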
# NPYLR7 ag = mosquito NPYLR7 agonism | HEK293T NPYLR7/Galpha15, GCaMP6s calcium fluorescence | activation, % at 10 µM | actives 0.15% (n = 270,000); in the data active = activation above about 40%;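 note: 0% = vehicle and 100% = reference agonist at the receptor; some compounds past the cut are filed as inactive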
# * = called active by the depositor; . = not tested or not shown; & = joins results of further samples. Cut-off read from the data, not from the text of the source, unless noted: active = inhibition above about 40%; inactive = the rest.
# Results follow in this order: hcGAS inh, mcGAS lum, NPYLR7 ag
> Cc1nn(-c2ccccc2)c(Cl)c1C1C2=C(CCCC2=O)OC(=N)C1C#N (configuration not stated)
    -2.9, -6.5, 0.7
> CN(C)CCCN1C(=O)C(=O)C(=C(O)c2ccc(Cl)cc2)C1c1cccs1 (configuration not stated)
    -3.1, -4.5, 5.2
> CCCCc1ccc(C(=O)N(CC(=O)N(Cc2ccc3c(c2)OCO3)Cc2cccs2)CC2CCCO2)cc1 (configuration not stated)
    -3.2, -3.8, 6.0
> COc1ccc(N=C(N)N)cc1
    -6.6, ., 4.5
> COc1cccc(Cc2nsc(N3CCN(C(=O)c4ccc(OC)cc4OC)CC3)n2)c1
    4.7, 1.5, -3.2
> O=C(c1cnn2cc(CCO)cnc12)N(Cc1ccsc1)CC1CCCO1 (configuration not stated)
    -5.2, -10.3, 17.3
> Nc1nc2ccccc2[nH]1
    8.7, 1.6, 2.0
> Cc1ccc(NC(=O)c2cc3cc(Br)ccc3oc2=N)cc1
    -2.7, -4.2, -7.2
> O=C(CN1C(=O)COc2ccccc21)Nc1ccc2c(c1)-c1ccccc1C2
    3.8, ., 0.3
> COc1ccc(C(=O)Nc2cc(C3CC3)nn2-c2nc(C)c(C)c(=O)[nH]2)c(OC)c1
    -4.3, ., 8.6
> CCCc1nc(N2CCN(S(=O)(=O)c3ccc(Br)cc3)CC2)c2c(C)nn(-c3ccccc3)c2n1
    -8.3, -6.9, 7.5
> CCOC(=O)C1CCCN(C(=O)c2cccc(CSc3nc(N4CCN(c5ccc(OC)cc5)CC4)cc(C(C)(C)C)n3)c2)C1 (configuration not stated)
    -1.6, -6.1, 4.4
> Cn1c(O)c(N=NC(=O)c2cccc(I)c2)c2ccccc21
    -5.2&0.6, -1.5, 4.0&-3.4
> N#C/C(=C\c1cn(CCC(N)=O)c2ccccc12)Sc1nc2ccccc2s1
    -1.0, ., -4.3
> COc1cc(=O)n(-c2ccccc2C)nc1C(=O)N(Cc1ccccc1)c1ccccc1
    2.7, ., 8.8
> CCc1nc2ccc(C(=O)N3CCN(S(=O)(=O)CC)CC3)cn2c1N(CC)C(=O)CCC1CCCC1
    -4.9, -3.8, 17.2
> O=C(c1cc(-c2ccccc2)n2nc(-c3ccccc3)cc2n1)N1CCN(c2ccccc2F)CC1
    -1.3, -4.4, -3.3
> NC(=O)c1cc2c([nH]c1=O)CCCC2NC(=O)c1ccc2c3c(cccc13)CC2 (configuration not stated)
    -4.6, -13.5, 15.6
> CC(CO)(Nc1ncc(Br)cn1)C1CC1 (configuration not stated)
    -7.5, ., -0.4
> CCOC(=O)c1cc(-c2cccc(NC(=O)COCc3ccccc3)c2)n(-c2cccc(F)c2)n1
    -2.7, -2.7, 22.8
> O=C(CCCc1nnc2c(=O)n(-c3ccc(Cl)cc3)ccn12)NCc1ccc(F)cc1
    -3.6, -6.1, 0.0
> Cc1cccc(C)c1NC(=O)C1CCN(c2ccc3nnc(C(F)(F)F)n3n2)CC1
    3.7, -2.2, 5.2
> O=C(Nc1ccc(-c2nc(-c3ccccc3)c3ccccc3n2)cc1)c1ccc([N+](=O)[O-])cc1
    -7.9, -5.7, -5.0
> CC(C)(O)C#Cc1ccc(C2CC(=O)Nc3cc4[nH]ncc4cc32)s1 (configuration not stated)
    -1.4, -2.3, -7.9
> O=c1c(Cl)c(N2CCN(c3ccccc3)CC2)cnn1Cc1ccc(Cl)cc1
    -1.8, -9.6, 3.6
> Cc1nc(NCC2CCCO2)c2sc3nc4c(cc3c2n1)COC(C)(C)C4 (configuration not stated)
    -0.3, ., 5.0
> CCOC(=O)c1cnn(-c2cc(Nc3ccccc3)ncn2)c1C
    2.2, ., 3.6
> COc1ccccc1C(=O)N1CCC(n2c(=O)oc3ccc(Cl)cc32)CC1
    -6.9, -5.6, 0.5
> Cc1cc(N2CCCCC2)nc(Nc2ccc(NC(=O)C3CCCO3)cc2)n1 (configuration not stated)
    -8.1, ., 10.0
> Cc1cccnc1C(NC(=O)C1CCN(Cc2cccn2C)CC1)c1ccc(Cl)cc1 (configuration not stated)
    3.8, 0.4, -7.4
> Cc1cc(C(=O)Nc2ccc(OCc3ccccn3)c(F)c2)n[nH]1
    -6.0, ., -0.6
> COc1ccc(OCCn2c(C(C)(C)O)nc3ccccc32)cc1
    0.6, 2.3, 0.7
> O=C(O)c1c2c(nn1-c1ccccc1)CCCC2
    -4.1, -11.4, 2.7
> CCN(CC)c1ccc(CN(CCOC)C(=O)NC(C)(C)C)c(OS(C)(=O)=O)c1
    -3.7, 0.3, 0.0
> COc1ccc(C2(C(=O)N3CCC4(CC3)CN(C)CCN4C)CCCC2)cc1
    -4.5, ., 0.2
> COC(=O)c1cc2c(=O)n(C(C)c3ccc(OC)cc3)ccc2nc1C (configuration not stated)
    -5.2, ., -6.5
> Cc1c(C(=O)NCCC#N)sc(=O)n1Cc1ccc(Cl)c(Cl)c1
    -5.8, ., 12.1
> CC(C)n1ccnc1CN1CCOC(CCNC(=O)C(F)F)C1 (configuration not stated)
    -4.6, -3.4, .
> CC(Sc1nc2ccccc2s1)C(=O)N/N=C\c1ccc([N+](=O)[O-])s1 (configuration not stated)
    -5.1, -5.9, 2.4
> c1cnc2ccc(CNc3nc4nonc4nc3N3CCOCC3)cc2c1
    -4.3, ., -3.4
> COCc1nc(-c2ccccc2)nc(N2CCN(C(=O)c3ccccc3Cl)CC2)c1Cc1cccc(Cl)c1
    -13.8, -5.2, 23.5
> COc1ccc(C(=O)Oc2coc(CSc3nc(C)cs3)cc2=O)c(OC)c1
    -2.3, 7.9, -12.6
> COc1cccc(C2c3cccn3CCCN2Cc2cccc(F)c2)c1OC (configuration not stated)
    -7.8, -7.7, 30.9
> O=C(NC(c1ccccc1)c1ccc2ccccc2n1)C1CCN(Cc2ccc(Cl)c(Cl)c2)CC1 (configuration not stated)
    -3.5, -2.0, 14.3
> Cc1ccc(-n2c(SCC(=O)NC3CCCCC3)nc3c(c2=O)SCC3)cc1
    -3.0, ., -2.7
> COc1ccccc1C(=O)N(C(=O)N1CCCCC1)c1ccc(Cl)cc1
    -2.4, ., 27.0
> Cc1ccc(C2=NOC(CN(Cc3cccc(C(F)(F)F)c3)C(=O)c3cccc(F)c3)C2)cc1 (configuration not stated)
    0.5, -3.5, 4.2
> Cc1c(C)c(C(=O)NCc2ccccn2)n(Cc2ccc(F)cc2)c1C
    -5.4, -11.0, .
> COc1cc(-c2c(NC(=O)c3ccccc3)oc3ccccc3c2=O)cc(OC)c1OC
    2.8, ., -4.3
> Cc1ccc(C(=O)Nc2cc(-n3c(C)nc4ncccc4c3=O)ccc2F)cc1[N+](=O)[O-]
    -8.3, -6.2, 6.1
> COC(=O)CSc1nc(C)c(C)c(C)c1C#N
    3.1, -3.7, -6.5
> COc1cccc(CNC(=O)CSc2nc(=O)n(CC3CCCO3)c3c2CCC3)c1 (configuration not stated)
    -7.5, -10.6, -2.3
> COCCCNC(=O)C(C)N1CCN(c2nc(C)cs2)CC1 (configuration not stated)
    -3.4, ., 6.5
> O=C(Nc1ccc(SCCN2CCOCC2)nn1)C1CC1
    -4.1, ., 1.6
> CC(C)N(C)C(=O)C1CCN(Cc2cc3c(cc2O)CCC3)CC1
    2.7, ., -5.9
> COc1ccc(S(=O)(=O)N(C)C2CCC3(CC2)OCC(C)(C)CO3)cc1OC
    0.2, ., -20.1
> O=C(CCc1cc(=O)[nH]o1)N1C[C@H]2CC=CC[C@H]2C1
    -4.5, ., 11.8
> CCCCCCCC(=O)Nc1ccc(C2SCC(=O)N2c2ccccc2CC)cc1 (configuration not stated)
    4.6, 0.8, .
> CC(=O)Nc1ccc(F)c(C(=O)N(C)c2nccs2)c1
    -2.3, ., 8.3
> CCOc1ccc(-c2nc3cc(C)ccn3c2NC(C)(C)CC(C)(C)C)cc1
    -5.5, -8.3, 6.4

# Retrieved by structure from the entries so far, 5 records:
# Results follow in this order: hcGAS inh, mcGAS lum, NPYLR7 ag
> CC(C)n1ccnc1CN1CCOC(CCNC(=O)C(F)F)C1 (configuration not stated)
    -4.6, -3.4, .
> COc1ccc(C(=O)Oc2coc(CSc3nc(C)cs3)cc2=O)c(OC)c1
    -2.3, 7.9, -12.6
> Cc1c(C)c(C(=O)NCc2ccccn2)n(Cc2ccc(F)cc2)c1C
    -5.4, -11.0, .
> Cc1ccc(C2=NOC(CN(Cc3cccc(C(F)(F)F)c3)C(=O)c3cccc(F)c3)C2)cc1 (configuration not stated)
    0.5, -3.5, 4.2
> CCN(CC)c1ccc(CN(CCOC)C(=O)NC(C)(C)C)c(OS(C)(=O)=O)c1
    -3.7, 0.3, 0.0

# (further entries)
# Results follow in this order: hcGAS inh, mcGAS lum, NPYLR7 ag
> O=c1oc(-c2ccc(Cl)cc2)nc2ccccc12
    -8.9, -6.7, 12.7
> Cn1nc(C(C)(C)C)c2c1NC(=O)CC2c1ccc(S(C)(=O)=O)cc1 (configuration not stated)
    1.4, ., 6.5
> COc1cccc(C(=O)CSc2nnc(-c3ccco3)n2CC(C)C)c1
    -2.2, ., -7.9
> COCCNC(=O)C(NC(=O)c1ccc2c(c1)OCO2)C1CCN(C(=O)Cc2ccccc2)CC1 (configuration not stated)
    3.1, -0.3, -5.2
> C/C=C\C(=O)NCCn1ncc2c(=O)n(Cc3ccccc3C)cnc21
    -2.7, -10.8, -3.7
> CCOC(=O)C1(Cc2ccc(F)cc2F)CCCN(C(=O)c2csc(C)n2)C1 (configuration not stated)
    -2.3, ., 3.0
> CCn1cc(C(CC(=O)NCCc2ccc(OC)c(OC)c2)c2ccc(F)cc2)c2ccccc21 (configuration not stated)
    -7.5, -7.4, .
> CCNC(=O)Cc1csc(SCC(=O)c2ccccc2)n1
    -3.6, -2.1, .
> CC(C)N1CCOC(CC(=O)N2CC(c3ccncc3)C2)C1 (configuration not stated)
    3.5, -8.4, 1.0
> CN1C(=O)CSC1=CC#N
    -3.5, ., 4.3
> Nc1ccc(-c2ccc(-n3cccn3)cc2)cn1
    -10.9, -20.7, 7.6
> Cn1cc(CCNC(=O)N(CC2CCCO2)CC2CCCO2)cn1 (configuration not stated)
    -5.9, ., 10.8
> COc1ccc(OCC(=O)NCCOc2ccc3nnc(-c4ccccc4)n3n2)cc1
    -5.0, -8.1, -2.0
> COc1ccc(-c2cc(C(=O)NC(C)CCc3ccccc3)n(-c3ccc([N+](=O)[O-])cc3)n2)cc1 (configuration not stated)
    -4.1, -7.2, -0.3
> CCOc1ccc(-n2c(CNC(=O)c3ccco3)nnc2SCC(=O)N2CCc3ccccc32)cc1
    2.6, ., -7.0
> CCOC(=O)C1(Cc2ccccc2C)CCCN(Cc2ccc(COC)o2)C1 (configuration not stated)
    -2.3, ., 3.3
> O=C1CCc2cc(-c3csc(=Nc4ccc(F)cc4)n3CCCn3cccn3)ccc2N1
    -6.3, -2.7, 0.6
> COc1ccc(CCn2c(-c3ccc(Cl)c(F)c3)nc3ccccc3c2=O)cc1
    -4.5, -6.9, 4.7
> O=C(Cc1ccc2c(c1)OCO2)NC1CCCc2c1cnn2-c1ccc(F)cc1F (configuration not stated)
    -5.9, ., 12.1
> CC(=O)Nc1ccc(NC(=O)Nc2cc(C)on2)cc1Cl
    -13.7, ., 4.4
> Cc1ccccc1CO[C@]1(C(=O)NCc2ccco2)CC(OCc2cccc(Cl)c2)[C@H](O)[C@H](O)C1 (some centres not stated)
    -1.4, -6.5, 21.3
> COc1cccc(NC(=O)CCC2CCN(Cc3ccon3)CC2)c1
    0.6, -2.2, -7.0
> CCCN1CN2C(=O)NC3C2N(C1)C(=O)N3C1CCCCC1 (configuration not stated)
    -8.2, -4.0, .
> C=CCn1c(=O)c2c(nc3n(-c4cc(C)cc(C)c4)c(C)cn23)n(C)c1=O
    -9.9, -10.6, 10.7
> COc1cccc(N2CC(NC(=O)Nc3cc(C)on3)CC2=O)c1 (configuration not stated)
    -0.4, -1.2, 8.0
> COc1ccc(C2=NN(C(=O)CN3CCOCC3)C(c3ccccc3C)C2)cc1 (configuration not stated)
    -5.7, -5.3, -0.5
> COc1ccc([N+](=O)[O-])cc1CN1CCCn2cccc2C1c1ccc(Cl)cc1 (configuration not stated)
    -6.6, -4.9, 18.2
> N#Cc1ccc(/C=C/c2ccc(OCc3cscn3)cc2)nc1
    0.9, -1.4, -5.3
> CCOCCn1cc(C2CCN(S(=O)(=O)c3cc(C)c(Cl)cc3C)CC2)c2ccccc21
    0.0, -9.1, 27.6
> COc1ccc(-n2c(SC(C)C(=O)N(C)C3CCCCC3)nnc2-c2ccncc2)cc1 (configuration not stated)
    -2.7, -7.6, -0.4
> CCOC(=O)c1c(S(=O)(=O)N(C)C2CCCCC2)c(C)n(C)c1C
    4.1, -0.7, .
> CSC1(CNC(=O)c2ccc(Oc3ccccc3)nc2)CCOCC1
    -10.7, ., 3.4
> Cc1cccc(-n2c(N)c(Br)c(=O)[nH]c2=O)c1C
    -5.5, -6.7, -12.4
> CN(Cc1nc2ccccc2s1)C(=O)NCC#Cc1ccccc1
    4.7, -1.9, -1.5
> COc1cc(-c2cccc(C(=O)O)c2)ccc1NC(C)=O
    -1.6, ., 7.5
> COC(=O)CC(C)C(=O)N1C(C)CC2CCCCC21 (configuration not stated)
    -6.4, ., 1.9
> O=C(Cn1cnc2c(cnn2C2CCS(=O)(=O)C2)c1=O)c1ccc2c(c1)OCO2 (configuration not stated)
    -2.2, ., -3.6
> Fc1ccc(Cn2nnc3c(=S)nc[nH]c32)cc1
    -13.6, ., -5.7
> CC(NC(=O)CCN(c1nc(-c2ccco2)nc2ccccc12)C1CC1)c1ccccc1 (configuration not stated)
    0.0, 1.0, -25.9
